E-sel TNF inh = TNF alpha driven E-selectin expression inhibition; HUVEC TNFa-induced E-selectin immunofluorescence, high content; inhibition, % at 2 µM; 120,000 compounds, 0.71% hits;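 active = inhibition above the batch mean plus 3 SD, and confirmed as a hit on visual image review, cut at about 43% in these data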;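 note: 0% = TNF-stimulated DMSO wells and 100% = unstimulated control wells; not every result past the cut was called active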
MRP1 act = activators of MRP-1 | AID 799 | H69AR cells + doxorubicin, viability rescue, CellTiter-Glo | 140,000 compounds, 0.61% hits | viability increase, % at 10 µM;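 active = viability gain under doxorubicin at or above a set limit, the compound median plus 3 SD, cut at about 4.7% in these data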;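 note: MRP-1 overexpressing cells given doxorubicin 25 µM after compound pretreatment; 18-22 h compound pretreatment then 72 h with doxorubicin before readout; 0% = doxorubicin-only wells and 100% = vehicle-treated cells without doxorubicin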
BB579 growth dn = reduces growth of yeast BB579 in restrictive medium | S. cerevisiae BB579 growth, OD615, 48 h | inhibition, % at 10 µM | 140,000 compounds, 0.51% hits | AID 804;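 active = inhibition above a set limit, 3 SD over the mean compound inhibition, cut at about 44% in these data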; note: inactives centre near -24
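test system = yeast BB579 (DeaD) | buffer or medium = restrictive CSMM-D medium | doses = single compound dose of 10 µM, 0.25% DMSO final | times = 4 h preincubation and 48 h exposure at 30 °C | technique = culture absorbance at 615 nm | benchmarks = amphotericin B 10 µg/mL, positive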
NPY-Y2 antag = NPY-Y2 (human) receptor antagonism; inhibition, % at 2.7 µM; NPY-Y2 expressing cells, antagonist mode; P49146; 140,000 compounds, 0.99% hits; in the data active = inhibition above about 17%;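 note: 0% = vehicle with agonist challenge and 100% = reference antagonist with challenge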
Target sequence (P49146 whole entry, looked up): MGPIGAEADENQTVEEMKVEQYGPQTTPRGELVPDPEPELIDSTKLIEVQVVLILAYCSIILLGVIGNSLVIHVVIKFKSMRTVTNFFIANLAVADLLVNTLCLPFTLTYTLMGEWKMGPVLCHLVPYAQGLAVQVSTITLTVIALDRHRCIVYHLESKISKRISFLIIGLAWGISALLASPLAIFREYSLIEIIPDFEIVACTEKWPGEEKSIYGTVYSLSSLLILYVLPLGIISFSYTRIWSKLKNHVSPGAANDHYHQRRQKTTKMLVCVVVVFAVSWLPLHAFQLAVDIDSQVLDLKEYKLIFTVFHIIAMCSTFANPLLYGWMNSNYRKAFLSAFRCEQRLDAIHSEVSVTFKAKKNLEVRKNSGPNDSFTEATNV
GALR2 blocker = GALR2 (human) receptor antagonism; O43603; GALR2-expressing cells, antagonist mode; inhibition, % at 4 µM; 140,000 compounds, 0.39% hits; AID 828; in the data active = inhibition above about 27%;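 note: cells stimulated with galanin 1-16 at roughly its EC80; 0% = agonist challenge control and 100% = basal control without agonist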
Target sequence (O43603 whole entry, looked up): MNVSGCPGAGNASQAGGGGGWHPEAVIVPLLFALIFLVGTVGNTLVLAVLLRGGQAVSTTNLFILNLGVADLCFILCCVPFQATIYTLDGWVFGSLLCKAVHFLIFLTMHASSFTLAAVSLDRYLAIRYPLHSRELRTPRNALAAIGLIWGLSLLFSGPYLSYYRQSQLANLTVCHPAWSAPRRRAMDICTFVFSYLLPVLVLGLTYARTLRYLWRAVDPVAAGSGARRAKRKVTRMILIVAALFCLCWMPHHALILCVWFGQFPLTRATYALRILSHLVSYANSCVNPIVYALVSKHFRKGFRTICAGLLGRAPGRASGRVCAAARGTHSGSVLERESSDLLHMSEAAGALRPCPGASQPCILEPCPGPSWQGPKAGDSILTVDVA
Phagocytosis inh = macrophage phagocytosis inhibition. J774A.1 macrophage IgG-bead phagocytosis, imaging. 110,000 compounds, 0.07% hits. inhibition, % at 5 µM;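 active = inhibition above the mean of the plate negative controls plus 5 SD, cut at about 13% in these data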;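 note: phagocytic index as fraction of beads internalized from green versus red external bead signal; plate controls were DMSO negative control for no effect and cytochalasin-D positive control for full effect; some results beyond the cut were filed as inactive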
Yeast life ext = extends the lifespan of yeast | S. cerevisiae growth with nicotinamide, OD615; deaD strain in restrictive glucose medium | inhibition of the nicotinamide effect, % at 10 µM | AID 775 | 130,000 compounds, 0.68% hits;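 active = inhibition above a set limit, placed 3 SD over the median of all compounds, cut at about 26% in these data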;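 note: 0% = nicotinamide-treated wells and 100% = cells grown without nicotinamide; some compounds called inactive have numbers as strong as hits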
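Assay system: engineered S. cerevisiae DeaD replicative-lifespan strain, galactose-grown log-phase cells; medium: restrictive CSMM-D dextrose medium; also added: nicotinamide, 1.5 mM, co-present with compound; schedule: 48 h compound exposure at 30 °C, humidified; detection: absorbance at 615 nm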
HCT116 PTEN-null = growth suppressors of cells with PTEN tumor suppressor deletion; HCT116 PTEN-null viability, CellTiter-Glo, 60 h; active compounds read low; viability, % at 10 µM; 140,000 compounds, 1.2% hits;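 active = viability at or below a set limit, 4 SD under the median of all tested compounds, cut at about 3.7% in these data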;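 note: PTEN knockout HCT116 line with beta catenin targeted HCT116 as companion control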
bCat KO growth = beta-catenin-lacking colon tumor cell growth suppression | viability, % at 10 µM | AID 818 | HCT116 beta-catenin knockout viability, CellTiter-Glo, 60 h; active compounds read low | 140,000 compounds, 1.5% hits;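 active = viability at or under a set limit, the compound median less 4 SD, cut at about 6% in these data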;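 note: 0% = Hyamine 1622 control at 20 µM and 100% = untreated cell control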
Measles CPE = protection of cells from measles virus; AID 841; Measles virus-infected cells, CPE protection, absorbance; 140,000 compounds, 1.5% hits; protection (pct of control), % at 4 µM; in the data active = protection mostly above about 24%, no sharp cut-off; inactive = mostly below about 26%; note: some compounds called inactive have numbers as strong as hits
The depositor's hits bear a star; . = not tested or not shown.

SMILES	E-sel TNF inh	MRP1 act	BB579 growth dn	NPY-Y2 antag	GALR2 blocker	Phagocytosis inh	Yeast life ext	HCT116 PTEN-null	bCat KO growth	Measles CPE
CCC1(C)Cc2ccccc2-c2nc(NCCO)[nH]c(=O)c21 (stereo not given)	-5.0	1.7	1.1	0.3	-9.8	0.9	-4.5	88.6	94.3	2.7
Cn1c(=O)n(CC(=O)N2CCOCC2)c2ccccc21	-4.1	-1.7	-13.1	-0.2	-16.6	.	.	96.4	90.2	10.6
CCCNc1[nH]c(=O)n(C)c(=O)c1N=O	-6.2	-3.1	-51.8	8.7	1.6	.	-5.5	84.7	92.4	25.6
CCOc1ccc(N/C=C/C(=O)c2ccc(OC)cc2)c([N+](=O)[O-])c1	22.7	0.8	-15.9	-4.6	-20.8	.	-7.5	100.6	97.4	3.6
CCc1nc(SCC(=O)Nc2cc(C)on2)c2c(C)c(C)sc2n1	22.8	-2.8	-42.2	1.8	-7.2	-0.8	-10.3	96.3	105.4	18.5
Cc1ccccc1-n1nnnc1-c1ccccc1	.	-1.6	16.8	3.2	-7.9	-0.3	-7.2	102.0	96.8	13.6
C=CCSc1nnc(CCCCCN2C(=O)c3cccc4cccc(c34)C2=O)o1	.	0.1	-47.1	10.6	-1.1	-8.8	8.2	105.0	103.1	4.7
Cc1ccc2c(c1)N(CC(=O)c1cccc(Cl)c1)C(=O)C(C)O2 (stereo not given)	-35.5	-4.2	-33.3	8.6	-1.0	0.0	-6.5	94.3	85.0	15.6
CCN(CC)S(=O)(=O)c1cccc(NC(=O)CCSc2ccc(Cl)cc2)c1	.	5.5*	-14.2	-1.1	7.8	.	4.9	38.5	34.3	4.2
COc1ccc(-c2c(-c3ccc(O)cc3O)n[nH]c2C)cc1OC	-34.6	-1.6	-26.0	1.6	-2.6	-0.9	-4.5	32.4	41.2	3.2
CCOC(=O)Cc1csc(NC(=O)COc2ccc(OC)cc2)n1	90.7*	-2.7	28.5	0.4	21.3	0.1	-10.6	83.7	88.3	26.2
COc1ccc(NC(=O)c2ccco2)cc1N	9.0	-3.1	-22.0	-1.3	4.9	-0.4	-8.6	101.7	98.3	2.8
CCc1ccc(NC(=O)C/C(C)=N/NC(=O)OCc2ccc(OC)cc2)cc1	.	-0.4	-13.1	2.9	2.7	4.0	-3.8	98.5	94.5	4.8
Brc1ccc(-c2nnc3c4ccccc4nc(N4CCOCC4)n23)cc1	.	-3.3	-40.9	2.1	3.0	-0.7	0.9	84.7	86.4	4.9
Cc1ccc(N(C(=O)c2ccc3c(c2)OCO3)C2C=CS(=O)(=O)C2)cc1 (stereo not given)	2.4	-3.2	-24.7	1.7	3.0	-1.4	-4.8	98.8	96.6	5.4
COc1cccc(NC(=O)C2CCN(S(=O)(=O)c3ccc4c(c3)OCCO4)CC2)c1	22.4	-0.3	1.4	0.7	-0.1	0.2	-7.5	105.2	98.2	19.6
CCCCCC(=O)NC(=S)Nc1ccc(N2CCCCC2)c(Cl)c1	-39.8	-5.3	-26.7	10.0	4.9	-0.9	1.8	83.1	81.7	10.0
O=C(O)CN(c1ccccc1F)S(=O)(=O)c1ccccc1	-49.0	-1.2	-21.9	-2.5	2.4	-1.2	-4.3	101.0	97.5	4.9
c1ccc2c(c1)[nH]c1c(N3CCSCC3)ncnc12	.	-4.6	-30.5	6.0	32.0*	.	-30.6	17.3	10.9	5.3
Cc1cccc(C)c1Oc1nc(-c2ccccc2)ncc1S(=O)(=O)c1ccccc1	32.5	-4.6	-49.6	1.4	2.5	-0.8	-2.8	58.5	61.2	8.1
Cc1cc(C)c(S(C)(=O)=O)c(S(=O)c2ccc(Cl)cc2)n1 (stereo not given)	1.6	-4.9	21.0	7.2	-7.5	2.7	-6.8	90.4	98.4	17.8
COC(=O)C(C)Sc1nnc(Cc2cc(=O)[nH]c(=O)[nH]2)n1-c1ccc(Cl)cc1 (stereo not given)	.	-0.7	32.4	3.2	-10.3	0.2	-9.3	103.8	101.8	8.6
Nc1ccc(S(=O)(=O)NC2(C(F)(F)F)NC(=O)N(c3ccccc3Cl)C2=O)cc1 (stereo not given)	10.1	-0.5	-5.9	1.3	0.1	-1.5	2.8	101.8	96.9	24.8
Cc1sc2ncnc(N/N=C/c3ccccc3O)c2c1C	-15.7	-3.1	68.3*	0.0	20.5	-11.4	1.9	16.9	17.9	2.6
CSc1nnnn1CCn1nnnc1SC	.	-3.0	11.7	-2.0	7.6	0.6	8.0	96.2	100.8	19.9
Following part
SMILES	E-sel TNF inh	MRP1 act	BB579 growth dn	NPY-Y2 antag	GALR2 blocker	Phagocytosis inh	Yeast life ext	HCT116 PTEN-null	bCat KO growth	Measles CPE
O=C(Nc1cccc(Cl)c1)C1CCCN(S(=O)(=O)c2cnc[nH]2)C1 (stereo not given)	1.7	1.9	-7.8	2.0	-2.2	0.1	-5.8	99.0	104.4	1.4
CCOc1ccc(NCCC(=O)c2ccc3c(c2)OCO3)cc1	6.9	-1.4	-36.0	2.8	-3.3	-1.8	-2.5	56.6	78.3	1.5
Cc1cc(-n2c(C)cc(C(=O)CN3C(=O)NC4(CCCCC4C)C3=O)c2C)no1 (stereo not given)	.	-1.8	-82.2	2.4	6.3	-0.3	-7.6	93.9	89.1	23.6
COc1ccc(S(=O)(=O)N2CCC(n3cnc4cc(C(F)(F)F)ccc43)CC2)cc1	42.8	-3.5	-21.5	0.2	8.7	-0.4	-2.2	56.5	74.8	4.9
COc1ccc(C)cc1C(=O)C1CC(C(=O)O)C(C)(C)C1C (stereo not given)	2.5	0.0	-45.6	2.0	1.8	1.8	10.6	108.9	102.0	5.5
CC(C)COC(=O)Nc1ccc(C(=O)O)cc1	8.4	-2.4	-1.3	0.1	7.5	.	-3.9	92.4	95.5	15.0
COc1ccccc1N1CCN(CCc2n[nH]c(=S)n2-c2ccccc2)CC1	-1.8	-1.2	-14.0	1.8	13.0	3.2	-13.2	92.7	103.4	1.9
CCCS(=O)(=O)N1CCCC(C(=O)NCCc2ccc(OC)c(OC)c2)C1 (stereo not given)	-11.5	-0.6	-68.6	1.4	12.3	1.9	-8.2	105.3	96.2	6.2
COc1cccc(-c2nc(CS(=O)CC(=O)NCCCOC(C)C)c(C)o2)c1 (stereo not given)	-15.2	-2.8	-24.4	1.0	-4.8	-1.0	-7.9	97.4	98.2	3.4
CCOC(=O)c1cc(CC)sc1NC(=O)C(c1ccccc1)c1ccccc1	-4.5	-2.0	-63.3	-3.6	-4.8	.	-8.1	67.8	69.8	17.6
NC(=O)COC(=O)c1ccc(Oc2ccccc2)cc1	-33.5	-2.8	16.8	0.6	-5.0	2.0	-8.1	88.1	77.9	1.8
COc1ccc(/C(N)=N/OC(=O)C2CCC(=O)N2S(=O)(=O)c2ccc(C)cc2)cc1 (stereo not given)	.	-2.9	-14.9	5.4	16.8	-5.6	-2.2	89.9	87.3	5.3
CCN=C1S/C(=C\c2cc(OCC)c(O)cc2Br)C(=O)N1CC	4.9	-4.2	-42.6	26.7*	8.7	-5.2	1.8	64.8	78.6	3.1
COc1ccc(C2CC(c3ccc(Br)cc3)=NN2C(=O)c2cccnc2)cc1 (stereo not given)	.	-0.1	-47.0	7.4	-15.7	-7.4	-5.9	53.4	73.1	9.9
CCOC(=O)/C(N=Nc1ccc(F)cc1)=C(/O)c1ccc([N+](=O)[O-])cc1	11.7	-1.6	-42.7	6.2	2.5	0.3	-3.4	.	73.7	3.2
CC1CC(C)(C)NCc2ccccc21 (stereo not given)	1.6	-2.9	2.7	0.4	-0.8	-5.2	-0.4	100.4	91.0	11.0
Cc1cccc(N2C(=O)C3C4CC(C(Br)C4Br)C3C2=O)n1 (stereo not given)	1.3	-0.1	14.4	1.8	-6.1	-2.7	-5.8	89.0	87.1	12.7
N/C(=N\OC(=O)/C=C/c1ccc(Br)cc1)c1ccccn1	-5.9	-2.9	-39.9	7.4	0.4	-2.0	-3.4	82.5	79.0	23.8
CCCn1c(C)cc(C(=O)COC(=O)c2ccc[nH]c2=O)c1C	.	-2.5	44.9*	3.9	-16.0	7.0	25.4	82.9	88.1	8.8
CN(C)S(=O)(=O)c1cccc(C(=O)N(Cc2ccc(F)cc2)Cc2ccco2)c1	18.1	-3.0	-3.5	11.8	1.7	0.7	-1.9	69.2	73.0	3.1
CCOC(=O)C1CCN(c2cc(=O)n(-c3ccc(OC)cc3)c(=O)[nH]2)CC1	-1.3	0.9	1.8	-0.9	2.9	-0.1	-7.1	87.9	104.7	22.9
CC(NCC(O)COCc1cccs1)C1CC2CCC1C2 (stereo not given)	-0.8	-0.8	-57.8	4.1	-0.4	5.2	-0.4	100.4	90.5	2.1
O=C(CSc1nc(-c2ccco2)cc(C(F)(F)F)n1)Nc1ccc(C(=O)N2CCCCC2)cc1	.	-2.8	-18.6	3.1	0.8	0.6	-5.8	27.3	23.7	13.0
CS(=O)(=O)c1nc(-c2ccccc2)cc(-c2ccccc2)c1C#N	14.6	-6.2	-59.0	1.9	8.7	.	-13.2	2.4*	1.9*	4.5
Cc1cc(NC(=O)c2ccc3c(c2)C(=O)N(CCC(C)C)C3=O)no1	0.4	-1.9	-37.8	0.6	12.1	-1.3	-13.0	67.8	71.5	21.2

The last 2 entries of the section above lead into the next:
SMILES	E-sel TNF inh	MRP1 act	BB579 growth dn	NPY-Y2 antag	GALR2 blocker	Phagocytosis inh	Yeast life ext	HCT116 PTEN-null	bCat KO growth	Measles CPE
CS(=O)(=O)c1nc(-c2ccccc2)cc(-c2ccccc2)c1C#N	14.6	-6.2	-59.0	1.9	8.7	.	-13.2	2.4*	1.9*	4.5
Cc1cc(NC(=O)c2ccc3c(c2)C(=O)N(CCC(C)C)C3=O)no1	0.4	-1.9	-37.8	0.6	12.1	-1.3	-13.0	67.8	71.5	21.2
O=C(c1ccccc1)N1CCN(C(=O)c2ccc(OC(F)(F)F)cc2)CC1	25.1	-0.7	-56.9	2.1	1.2	0.9	1.0	100.5	109.8	7.7
O=C(CCNC(=O)Cn1ccc2ccccc2c1=O)NCCc1ccc(Cl)cc1	-17.9	3.9	-42.0	-0.6	-2.3	-6.1	1.2	91.0	92.5	25.3
COCCNC(=O)Cn1c(=O)n(Cc2ccc(C(=O)NCc3ccco3)cc2)c(=O)c2ccccc21	-27.1	-2.2	-41.0	0.5	6.8	-2.8	2.8	95.8	93.0	3.5
CCN(CC)c1nc(OC)nc(-n2nnc(C(C)=O)c2C)n1	-9.8	-0.6	-31.2	1.6	-10.0	-1.3	17.9	94.4	107.6	25.4
O=C(Nc1cnn(Cc2ccccc2)c1)NC12CC3CC(CC(C3)C1)C2	-5.8	-2.3	16.8	-1.6	-14.3	-1.7	-9.3	53.1	51.5	23.1*
NS(=O)(=O)c1ccc(CCNC(=O)CCCC2=NS(=O)(=O)c3ccccc3N2)cc1	-15.8	-0.1	-20.2	2.1	-12.7	0.6	-8.0	98.5	101.6	9.2
CC(=O)N(CC1CCCO1)c1nnc(-c2cnccn2)s1 (stereo not given)	5.2	-0.3	-31.4	2.5	12.7	-0.7	-6.5	109.5	99.5	2.5

Assay outcomes as filed in PubChem BioAssay.
